Source: PubChem
Glioma ERSR ind: qHTS for Inducers of the Endoplasmic Reticulum Stress Response (ERSR) in Human Glioma: qHTS; U87-MG GRP78 promoter luciferase reporter, 16 h; Potency, µM, for the others: at the top dose activation, hits mostly activators; 0.02% of 420,000 active; also: potency is read from the fitted curve at half-maximal effect; series mostly up to about 76 µM; % of control where 0% means no effect; nearly all actives have a fitted effect of over 35% in size
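Stably transfected U87-MG glioma cells carrying a GRP78-based luciferase sensor; 16 h compound incubation. Luminescence end-point read 10 min after Bright-Glo addition at room temperature.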
LDHA block: qHTS assay for inhibitors of human lactate dehydrogenase; 0.15% of 480,000 active; activity change, % (values are at about 110 or 230 µM); AID 1347041, 2019; purified LDHA, NADH/diaphorase-resazurin fluorescence; active compounds read low; in the data active = activity change below about -30%; inconclusive = mostly about -25% to -30%;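 also: plate controls were DMSO wells for no effect and wells without enzyme for full effect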
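Resorufin fluorescence (ex540/em590), read at 0 and 20 min after diaphorase/resazurin addition, reports the NADH left after a 5 min room-temperature reaction of 2 nM human LDH5 with 0.06 mM NADH and 0.2 mM pyruvate.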
RXFP1 ag: qHTS Assay for Agonists of the Relaxin Receptor RXFP1 | Potency, µM (top dose mostly 57.5 µM), for the others: at the highest dose activation, actives largely listed as activators | HEK293T-RXFP1 cAMP TR-FRET, 30 min; response scale: percent of porcine relaxin response, buffer zero | Relaxin receptor 1 (Homo sapiens), Q9HBX9 | 0.3% of 370,000 active; also: potency is read from the fitted curve at half-maximal effect; % is scaled to controls: 0 for no effect and ±100 for the full control effect; nearly all actives have a fitted effect of over 60% in size; many of its hits are not listed in these tables
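cAMP rise read by TR-FRET after 30 min, 37C compound exposure (up to 58 uM) in RXFP1-transfected HEK293 cells with Ro 20174 present. EC50 from Hill-equation fits, with 29 nM porcine relaxin as 100% and buffer as basal.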
Vif-A3F inh: qHTS for Inhibitors of Vif-A3F Interactions: qHTS. AID 602313, 2012. Potency, µM (titrated, usually from 46.1 µM), without a hit: at the highest dose activity, negative = active. HeLa A3F-eYFP + Vif (tagged APOBEC3F with the HIV-1 protein that degrades it), YFP fluorescence increase. 0.2% of 390,000 active; also: potency is read from the fitted curve at half-maximal effect; % of control where 0% means no effect; nearly all actives have a fitted effect of over 65% in size
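HeLa cells stably expressing A3F-eYFP plus Vif, plated and incubated overnight at 37 deg C, then exposed to compounds overnight at 37 deg C. Blocked degradation read as raised yellow fluorescence (Ex 488/Em 500-530).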
IDH1 R132H inh: qHTS for Inhibitors of mutant isocitrate dehydrogenase 1 (IDH1): qHTS; Potency, µM (series often up to 76.6 µM), for the others: at the top dose activity change, negative = inhibition, most hits filed as inhibitors; IDH1-R132H enzyme, NADPH consumption, diaphorase/resazurin fluorescence; 0.093% of 390,000 active; AID 602179, 2012; Isocitrate dehydrogenase [NADP] cytoplasmic (Homo sapiens), O75874; also: potency is read from the fitted curve at half-maximal effect; % is scaled to controls: 0 for no effect and ±100 for the full control effect; nearly all actives have a fitted effect of over 65% in size
Target sequence (O75874 whole entry R132H, stated change not applied): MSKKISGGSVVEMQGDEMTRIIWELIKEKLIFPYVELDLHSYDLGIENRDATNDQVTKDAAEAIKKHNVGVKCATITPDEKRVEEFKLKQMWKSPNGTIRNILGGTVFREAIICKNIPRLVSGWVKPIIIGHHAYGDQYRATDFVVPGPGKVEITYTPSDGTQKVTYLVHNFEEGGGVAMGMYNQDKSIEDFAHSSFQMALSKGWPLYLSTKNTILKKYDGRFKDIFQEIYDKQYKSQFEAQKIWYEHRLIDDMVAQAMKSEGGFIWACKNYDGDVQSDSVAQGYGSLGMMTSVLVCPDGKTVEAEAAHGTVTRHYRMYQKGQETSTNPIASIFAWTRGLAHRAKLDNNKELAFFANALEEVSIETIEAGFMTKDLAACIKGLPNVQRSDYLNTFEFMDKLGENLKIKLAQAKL
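IDH1-R132H (0.5 ug/mL) preincubated 30 min with compound, then NADPH (0.016 mM) and alpha-KG (2 mM) added; 80 min at RT, pH 7.5. Remaining NADPH coupled via diaphorase/resazurin to fluorescence (540/590 nm); concentration-response curves normalized to no-enzyme control.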
Vif-APOBEC3G blk: qHTS for Inhibitors of Vif-A3G Interactions: qHTS; DNA dC->dU-editing enzyme APOBEC-3G (Homo sapiens), Q9HC16; HeLa A3G-eYFP + Vif (tagged APOBEC3G with the HIV-1 protein that degrades it), YFP fluorescence, overnight; Potency, µM (highest dose often 46.1 µM), without a hit: at the top dose activity, negative = active, most hits filed as inhibitors; 0.076% of 410,000 active; AID 602310, 2012;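 also: potency is read from the fitted curve at half-maximal effect; % is scaled to controls: 0 for no effect and ±100 for the full control effect; nearly all actives have a fitted effect of over 60% in size; hits raise eYFP signal because A3G escapes Vif-driven loss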
Target sequence (Q9HC16 whole entry, looked up): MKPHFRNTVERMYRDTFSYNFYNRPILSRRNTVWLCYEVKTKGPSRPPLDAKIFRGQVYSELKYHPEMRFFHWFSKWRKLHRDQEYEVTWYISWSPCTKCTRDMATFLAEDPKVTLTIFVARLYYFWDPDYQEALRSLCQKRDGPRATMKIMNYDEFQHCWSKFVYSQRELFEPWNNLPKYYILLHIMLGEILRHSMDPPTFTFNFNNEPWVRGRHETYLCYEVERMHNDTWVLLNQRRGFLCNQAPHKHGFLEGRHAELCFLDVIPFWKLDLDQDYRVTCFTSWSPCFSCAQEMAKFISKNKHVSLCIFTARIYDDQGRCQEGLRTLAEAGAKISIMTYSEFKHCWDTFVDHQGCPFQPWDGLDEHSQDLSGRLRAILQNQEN
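HeLa cells stably expressing Vif and C-terminally eYFP-tagged A3G, seeded overnight at 37 deg C, then exposed to compound by pintool overnight at 37 deg C. Rise in yellow fluorescence (Ex 488/Em 500-530, Acumen) marks blocked Vif-driven A3G degradation.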
TrxR1 substrate: qHTS Assay for Substrates of Mammalian Selenoprotein Thioredoxin Reductase 1 (TrxR1): qHTS; purified TrxR1 substrate turnover, NADPH consumption readout; 0.01% of 390,000 active; Thioredoxin reductase 1, cytoplasmic (Rattus norvegicus), O89049; Potency, µM (series often up to 114 µM), for inactives: at the highest dose activity change, negative = substrate turnover; AID 588456, 2011; also: potency is read from the fitted curve at half-maximal effect; % is scaled to controls: 0 for no effect and ±100 for the full control effect; nearly all actives have a fitted effect of over 50% in size
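Rat TrxR1, dispensed at 90 nM, was prereduced with 400 uM NADPH (final) for 5 min at ~22 deg C, then incubated with compound 15 min before 400 uM selenite. A first-read NADPH fluorescence drop versus no-compound background flagged substrates.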
USP1-UAF1 inh: Inhibitors of USP1/UAF1: Primary Screen | 0.23% of 390,000 active | recombinant USP1/UAF1, Ub-Rhodamine cleavage fluorescence | Ubiquitin carboxyl-terminal hydrolase 1 (Homo sapiens), O94782 | Potency, µM (series often up to 57.1 µM), for the others: top-dose activity change, negative = inhibition, usual class: inhibitors; also: potency is read from the fitted curve at half-maximal effect; % is scaled to controls: 0 for no effect and ±100 for the full control effect; nearly all actives have a fitted effect of over 60% in size; inactives centre near -12
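In this screen, compounds sit with the deubiquitinase complex (1nM) for 15 min at room temperature before Ub-Rho is added at 150nM final. Fluorescence rise is then followed for 6 reads every 60 seconds.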
PI4K2A inh: qHTS for small molecular inhibitors of PI4K2A; purified PI4K2A, ADP-Glo luminescence, 1 h; active compounds read low; 0.13% of 420,000 active; activity change, negative = inhibition, % at 76.9 µM; Phosphatidylinositol 4-kinase type 2-alpha (Homo sapiens), Q9BTU6; in the data active = activity change below about -50%; inconclusive = mostly about -30% to -49%;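 also: -100% = wells without enzyme as full effect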
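ADP-Glo luminescence measured ADP generated by PI4K2A enzyme (4 ug/mL before mixing) with 1.2 mM PI substrate (pre-mix) and 300 microM ATP (pre-mix). Tris pH7.5 buffer with MgCl2, Triton X-100; 1 h reaction at ambient temperature.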
* marks the source's active call; other numbers are inactive results; u = inconclusive; x = no result given; & = joins results of further samples; [ ] = remark or other dose. Unless noted, calls follow the shape of the dose curve; as a rule, active = well fitted curve in the direction sought with a large enough effect; inconclusive = small, poorly fitted or top-dose-only effect, or another doubt; inactive = no such curve, though single readings can be large; an effect the other way counts as inactive or inconclusive.

SMILES	Glioma ERSR ind	LDHA block	RXFP1 ag	Vif-A3F inh	IDH1 R132H inh	Vif-APOBEC3G blk	TrxR1 substrate	USP1-UAF1 inh	PI4K2A inh
O=C1CCC(/C=C/c2ccccc2)=NN1	2%	-4	-0.3%	-10%	6%	-7%	4%[57.1 µM]	-11%	-1
COc1cc2nc(SCc3ccc(F)cc3)n(Cc3cccs3)c(=N)c2cc1OC	-2%	-2	0.3%	-3%	5%	1%	-2%	-13%	4
C#CCN(C(=O)c1ccc(OC2CCN(Cc3ccccn3)CC2)cc1)C1CCCCC1	2%	0	0.3%	0%	-3%	1%	11%	-22%	-1
CCCc1cnc2c(c1SCC(=O)Nc1ccc(C)c(Cl)c1)c(=O)n(C)c(=O)n2C	-3%	-10	1.3%	-9%	13%	1%	4%[57.1 µM]	-23%	3
CCCOC(=O)C1=C(C)NC2=C(C(=O)CC(C)(C)C2)C1c1cccnc1 (stereo not drawn)	-5%	-11	0.3%	-6%	19%	2%	26%[57.1 µM]	-12%	-3
CSc1oc(-c2ccccc2)nc1S(=O)(=O)c1ccc(F)cc1	-4%	-4	1.1%	0%	2%	-7%	2%[57.1 µM]	-16%	-7
CN(C)CC(C)(C)CNC(=O)CC1C(=O)NCCN1Cc1ccc(-c2ccccc2)cc1 (stereo not drawn)	-5%	0	3.6%	-1%	1%	-6%	0%	-19%	1
Cc1nn(C)cc1C(=O)Nc1c(C)nn(Cc2ccccc2Cl)c1C	-1%	-4	-0.4%	1%	4%	0%	-12%	-2%	-3
Cc1ccc(NC(=O)c2cc(S(=O)(=O)NCCC3=CCCCC3)ccc2F)cc1F	-1%&10%	-8&-3	-0.9%&1.6%	u	0%&3%	u	-8%[57.1 µM]	-19%&-9%	-1&-4
CCc1noc(-c2ccc(N3CCCCC3)c([N+](=O)[O-])c2)n1	1%	3	7.7%	2%	18%	4%	-8%	-28%	-5
NC(=O)CSc1nc2ccccc2c(=O)n1CCc1ccccc1	-5%	-14	-0.4%	-8%	-13%	-10%	-9%	-5%	-7
CCc1ccccc1NC(=O)C(Cc1ccccc1)c1nn[nH]n1 (stereo not drawn)	-3%	-6	-4.0%	-4%	-18%	0%	-5%	-13%	3

Four entries from above in another layout:
CSc1oc(-c2ccccc2)nc1S(=O)(=O)c1ccc(F)cc1
  Glioma ERSR ind: -4%
  LDHA block: -4
  RXFP1 ag: 1.1%
  Vif-A3F inh: 0%
  IDH1 R132H inh: 2%
  Vif-APOBEC3G blk: -7%
  TrxR1 substrate: 2%[57.1 µM]
  USP1-UAF1 inh: -16%
  PI4K2A inh: -7

NC(=O)CSc1nc2ccccc2c(=O)n1CCc1ccccc1
  Glioma ERSR ind: -5%
  LDHA block: -14
  RXFP1 ag: -0.4%
  Vif-A3F inh: -8%
  IDH1 R132H inh: -13%
  Vif-APOBEC3G blk: -10%
  TrxR1 substrate: -9%
  USP1-UAF1 inh: -5%
  PI4K2A inh: -7

COc1cc2nc(SCc3ccc(F)cc3)n(Cc3cccs3)c(=N)c2cc1OC
  Glioma ERSR ind: -2%
  LDHA block: -2
  RXFP1 ag: 0.3%
  Vif-A3F inh: -3%
  IDH1 R132H inh: 5%
  Vif-APOBEC3G blk: 1%
  TrxR1 substrate: -2%
  USP1-UAF1 inh: -13%
  PI4K2A inh: 4

Cc1ccc(NC(=O)c2cc(S(=O)(=O)NCCC3=CCCCC3)ccc2F)cc1F
  Glioma ERSR ind: -1%&10%
  LDHA block: -8&-3
  RXFP1 ag: -0.9%&1.6%
  Vif-A3F inh: u
  IDH1 R132H inh: 0%&3%
  Vif-APOBEC3G blk: u
  TrxR1 substrate: -8%[57.1 µM]
  USP1-UAF1 inh: -19%&-9%
  PI4K2A inh: -1&-4

Next part
SMILES	Glioma ERSR ind	LDHA block	RXFP1 ag	Vif-A3F inh	IDH1 R132H inh	Vif-APOBEC3G blk	TrxR1 substrate	USP1-UAF1 inh	PI4K2A inh
CCC1=C(c2ccc(C)cc2)S(=O)(=O)N=C1N1CCC(C(=O)NCCCN2CCCCC2)CC1	-5%	-3	0.2%	4%	-3%	-3%	2%	-22%	-4
CCCCCN(C(=O)CCC(=O)OCC(=O)NCc1cccc(OC)c1)c1c(N)n(CCCC)c(=O)[nH]c1=O	-1%	-3	-0.8%	7%	-3%	1%	-5%	-16%	-4
COc1ccc(CC2(CO)CCN(Cc3ccc(NC(C)=O)cc3)CC2)cc1	-1%	-9	1.9%	15%	3%	1%	-1%	-5%	-20
Cc1cccc(C(=O)Nc2cc3c(cc2C)n(C)c(=O)n3C)c1	-1%	-3	13%	0%	4%	0%	4%[57.1 µM]	-8%	-1
CC(C)CCNc1nc2c(-c3ccccc3)nnn2c2ccccc12	0%	4	8.0%	-15%	13%	1%	12%	-16%	-6
CC1(C)Cc2nc3oc4c(=O)n(CC(=O)Nc5cccc(Cl)c5)cnc4c3cc2CO1	0%	-3	11%	u	3%	-1%	7%	-3%	4
Cc1nc(SCc2nc3ccccc3[nH]2)c2oc3ccc(Br)cc3c2n1	0%	3	x	-8%	x	-6%	0%[57.1 µM]	x	-1
Cn1c(=O)c(C(=O)NNC(=O)c2ccccc2Br)c(O)c2ccccc21	2%	8	-2.5%	-7%	-7%	2%	4%	-33%	1

Some of these compounds in order of their number in TrxR1 substrate, smallest number first.
compound | Glioma ERSR ind | LDHA block | RXFP1 ag | Vif-A3F inh | TrxR1 substrate | USP1-UAF1 inh | PI4K2A inh
CCCCCN(C(=O)CCC(=O)OCC(=O)NCc1cccc(OC)c1)c1c(N)n(CCCC)c(=O)[nH]c1=O | -1% | -3 | -0.8% | 7% | -5% | -16% | -4
CCC1=C(c2ccc(C)cc2)S(=O)(=O)N=C1N1CCC(C(=O)NCCCN2CCCCC2)CC1 | -5% | -3 | 0.2% | 4% | 2% | -22% | -4
Cn1c(=O)c(C(=O)NNC(=O)c2ccccc2Br)c(O)c2ccccc21 | 2% | 8 | -2.5% | -7% | 4% | -33% | 1

Only part of the results is shown; count on the stated rates, not on these rows.
